MKP-3 inhibition = MKP-3 phosphatase inhibitors, primary screen, biochemical, rat enzyme, in vitro (AID 425); recombinant MKP-3 phosphatase activity, fluorescence; higher % means a stronger effect; inhibition, % at 20 µM, or IC50 in µM where a hit was titrated; Dual specificity protein phosphatase 6 (Rattus norvegicus); actives 0.17% (n = 110,000); in the data active = inhibition above about 50%;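 note: plate controls were vehicle for no effect and reference inhibitor for full effect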
Hsp70 displacement = Hsp70 inhibitors, probe displacement, primary screen, biochemical, fluorescence polarization (AID 583); displacement, % at 20 µM; hits with a dose series show IC50 in µM; Hsp70 fluorescence polarization probe displacement, mP; higher % means a stronger effect; actives 0.06% (n = 140,000); in the data active = displacement above about 50%;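 note: plate controls were vehicle for no effect and reference ligand for full effect; a part of the inactive calls stands beside numbers as strong as those of hits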
* marks the source's active call; other numbers are inactive results; · = not tested or not shown; & = joins results of further samples. Some of the compounds tested (hit frequency here may not be typical).

Under each structure: MKP-3 inhibition | Hsp70 displacement
- COc1ccc(O)c(-c2cn[nH]c2-c2cccs2)c1
 : -4% | 1.9%
- Cc1ccc(Cl)cc1NC(=O)C1CC(=O)N(c2ccc(F)cc2)C1 (stereo not drawn)
 : 2% | ·
- CCN1C(=O)/C(=C/c2cc(OC)c(O)c(OC)c2)C(=O)NC1=S
 : 4% | 3.7%
- Cc1cc(C)nc(SCC(=O)N2CCOCC2)n1
 : 0% | 8.8%
- COc1cccc(-c2cc(C(=O)N3CCN(C(c4ccccc4)c4ccccc4)CC3)no2)c1
 : 4% | 5.5%
- CCOC(=O)CSC1=C(C#N)C(c2ccc(Cl)cc2)CC(=O)N1 (stereo not drawn)
 : -4% | -2.0%
- COCC(C)NC(=O)c1cc(-c2ccccc2OC)on1 (stereo not drawn)
 : 1% | -2.7%
- O=C(O)C1CC=CCC1C(=O)NCc1ccc2c(c1)OCO2 (stereo not drawn)
 : · | 0.4%
- COc1ccc(OC)c(S(=O)(=O)NCc2cccnc2)c1
 : -16% | 1.7%
- COc1ccc(CC(=O)OCC(=O)Nc2ccc(Cl)cn2)cc1
 : · | -0.2%
- CCN(CC)S(=O)(=O)c1ccc2c(c1)nc(SCn1nnc3ccccc3c1=O)n2CC
 : -3% | 0.6%
- COc1c(OC(C)=O)ccc(/C=N\NC(=O)COc2cccc(Cl)c2)c1[N+](=O)[O-]
 : 7% | 1.6%
- O=C(NCCN1CCOCC1)/C(=C/c1ccccc1)NC(=O)c1ccccc1
 : 3% | -3.9%
- O=c1[nH]c2cc(Cl)cc(Cl)c2[nH]c1=O
 : -17% | -4.4%
- O=C(O)CCn1c(SCc2ccccc2)nc2ccccc21
 : -7% | 1.8%
- CCN1C(=O)/C(=C\c2cc(OC)ccc2OC)SC1=S
 : -3% | -5.1%
- CC(C)C1C(c2ccccc2)N(C)C(c2ccccc2)CC1(O)c1ccccc1 (stereo not drawn)
 : · | -0.2%
- N#Cc1c(N)nc2c(c1-c1ccc(F)cc1)CCCCCC2
 : 0% | 3.8%
- CC(C)CCNC(=O)CN(CC1CCCO1)C(=O)CCC(=O)Nc1nccs1 (stereo not drawn)
 : 0% | 13%
- COc1cc2nc(C)sc2cc1OC
 : 0% | -2.4%
- Cc1ccc(C#N)c(SCC(=O)O)n1
 : -1% | 3.2%
- Cc1ccc(C)n1-c1ccc(CC(=O)O)cc1
 : 26% | 23%
- COc1ccc(OC)c(CN2CCN(S(=O)(=O)c3ccc(C)cc3)CC2)c1
 : 0% | 1.6%
- CCNc1nc(NCC)n2c(SCC(=O)O)nnc2n1
 : -2% | -1.1%
- CCOc1cccc(C(=O)Nc2cc(-c3nc4cc(C)cc(C)c4o3)ccc2C)c1
 : 3% | -17%
- COC(=O)c1cc(OC)c(OC)cc1NC(=O)CC1CCCCC1
 : -7% | 10%
- Cc1cccc(NS(=O)(=O)c2cccs2)c1
 : · | 4.7%
- N#Cc1c(-c2cccnc2)c2c([nH]c1=S)CCCC2
 : -4% | 4.9%
- CCc1nnc(NC(=O)c2cc(S(=O)(=O)N(CC)CC)ccc2Cl)s1
 : · | -1.0%
- O=C1c2cccnc2C(=O)N1c1ccccc1-c1ccccc1
 : -3% | 1.9%
- Nc1ccccc1NC1=CC(=O)CC(c2ccco2)C1 (stereo not drawn)
 : 2% | 0.7%
- COc1cc2c(cc1NC(=O)c1cccc(I)c1)oc1ccccc12
 : 2% | 2.5%
- CSc1nccc(-c2nn(-c3ccc(C)cc3)ccc2=O)n1
 : · | 3.0%
- C=CCOc1ccc(CN2CCCCC2)cc1
 : 3% | 0.4%
- O=C(Cn1c(=O)sc2ccccc21)Nc1nc2c(s1)CCCC2
 : · | 2.0%
- Cc1ccc2nc(NC(=O)C3CC=CCC3C(=O)O)sc2c1 (stereo not drawn)
 : 2% | 1.8%
- CCCN1CCC(=NNC(=O)c2cccc3ccccc23)CC1
 : 0% | -2.1%
- Cc1ccc(NC(=O)CC(C)N2CCCC2)cc1 (stereo not drawn)
 : · | -0.8%
- CC(C)OCCCNc1nc2c(c(=O)n(Cc3ccccc3F)c(=O)n2C)n1C
 : 2% | 1.7%
- Cc1cc(C(=O)COC(=O)C2=COCCO2)c(C)n1-c1ccc2c(c1)OCO2
 : -1% | 7.0%
- CCOC(=O)C1=C(c2ccccc2)N=c2s/c(=C\c3cccnc3)c(=O)n2C1c1ccc(OC)c(OC)c1 (stereo not drawn)
 : -3% | 2.2%
- COc1ccc(NC(=O)/C=C/c2ccccc2Cl)c([N+](=O)[O-])c1
 : 3% | -2.7%
- Cc1oc(-c2ccccc2F)nc1CS(=O)CC(=O)NCc1ccc2c(c1)OCO2 (stereo not drawn)
 : -2% | -1.9%
- C=CCNC(=O)C(=O)NCCN1CCOCC1
 : 1% | -1.4%
- Cc1c(NC(=O)CN2C(=O)/C(=C/c3ccccc3Cl)SC2=S)c(=O)n(-c2ccccc2)n1C
 : 2% | 4.1%
- Cc1nn(-c2cccc(C(=O)O)c2)c(C)c1Oc1ccccc1O
 : 0% | -0.9%
- CN1C(=O)/C(=C\c2ccccc2OCc2ccc(Cl)cc2)SC1=S
 : -1% | 2.6%
- COc1ccc(C2NC3=C(CCCC3)C(C#N)(C#N)C2(C#N)C#N)cc1 (stereo not drawn)
 : -6% | -12%
- Clc1ccc(Oc2nc(Oc3ccc(Cl)cc3)nc(N3CCOCC3)n2)cc1
 : 3% | ·
- CCOc1ccc2[nH]c(=O)c(CN(Cc3ccc(F)cc3)C(=O)c3ccco3)cc2c1
 : -16% | 4.8%
- O=C(NCCOc1ccccc1)C1CCCN1C(=O)c1cccs1 (stereo not drawn)
 : -5% | 2.2%
- Cc1ccc(Nc2cc(C)nc(N3CCOCC3)n2)cc1
 : · | 4.0%
- c1ccc2c(c1)nc1n2CCN1
 : · | -2.1%
- O=C(CCn1nnc2ccccc21)Nc1nnc(COc2ccccc2F)s1
 : · | 0.1%
- O=c1[nH]ncc(NCCCO)c1Cl
 : · | 5.9%
- O=C1NC(=O)C(C=Nc2ccc(OC(F)F)cc2)C(=O)N1
 : -2% | -1.1%
- COC(=O)CSc1ncccc1-c1nc2ccccc2[nH]1
 : -9% | 2.4%
- COc1cccc(C(=O)N2N=C(c3ccc(F)cc3)CC2(O)C(F)(F)F)c1 (stereo not drawn)
 : 1% | 0.8%
- Cc1cccc(Nc2ncc3c(n2)CC(C)CC3=O)c1 (stereo not drawn)
 : -9% | -0.3%
- Cc1ccc(NC(=O)CSc2nc(-c3ccco3)cc(C(F)(F)F)n2)cc1C
 : · | -2.4%

Three entries picked at random from the list so far, as already listed:
Under each structure: MKP-3 inhibition | Hsp70 displacement
- C=CCNC(=O)C(=O)NCCN1CCOCC1
 : 1% | -1.4%
- CC(C)OCCCNc1nc2c(c(=O)n(Cc3ccccc3F)c(=O)n2C)n1C
 : 2% | 1.7%
- Cc1c(NC(=O)CN2C(=O)/C(=C/c3ccccc3Cl)SC2=S)c(=O)n(-c2ccccc2)n1C
 : 2% | 4.1%

(further entries)
Under each structure: MKP-3 inhibition | Hsp70 displacement
- CCOc1ccc(Cl)cc1C=C1C(=O)NC(=S)NC1=O
 : 0% | -0.9%
- COc1ccc(N=c2oc3c(OC)cccc3cc2C(=O)NCc2ccco2)c(OC)c1
 : 3% | 12%
- CCOC(=O)c1[nH]c2ccccc2c1NC(=O)C1CCCC1
 : -3% | ·
- Clc1ccc(-c2nc(-c3cccnc3)no2)c(Cl)c1
 : 1% | -0.6%
- CC(=O)Nc1ccc(S(=O)(=O)N2CCN(C(C)CCc3ccccc3)CC2)cc1 (stereo not drawn)
 : -9% | -5.4%
- COC(=O)C1=CN(CCc2ccccc2)C=C(C(=O)OC)C1c1ccc2c(c1)OCO2
 : 0% | 7.5%
- Cc1ccc2c(c1)-c1c(ssc1=S)C(C)(C)N2C(=O)c1ccco1
 : 0% | 4.1%&-5.6%
- CC1CCCN(Cc2cccc(Oc3ccccc3)c2)C1 (stereo not drawn)
 : · | -0.5%
- Cc1ccc(S(=O)(=O)N(C)CC(O)Cn2c3ccccc3c3ccccc32)cc1 (stereo not drawn)
 : · | 1.2%
- COC(=O)c1ccccc1NC(=O)C1CCCN(S(=O)(=O)c2ccccc2)C1 (stereo not drawn)
 : 1% | -1.5%
- Cc1ccccc1Cn1c(CN2CCN(c3ccc(F)cc3)CC2)nc2c1c(=O)n(C)c(=O)n2C
 : -4% | 0.9%
- Cc1ccc2nc(-c3ccc(N)cc3)cc(-c3ccccc3)c2c1
 : 4% | 3.7%
- O=C(Nc1ccc(N2CCOCC2)c(Cl)c1)c1ccc(F)cc1
 : · | -2.1%
- NC(=O)C(=O)Nc1cccc2ccccc12
 : 2% | 0.1%
- Cn1c(=O)[nH]c(=O)c2c1nc(SCC(=O)O)n2CCc1ccccc1
 : -7% | -0.3%
- Cc1nn(CC(=O)NCc2ccc(OC(C)C)cc2)c(=O)c2cc3occc3n12
 : · | -2.9%
- CCOC(=O)Cn1c(CN(Cc2ccccc2)Cc2ccccc2)nc2c1c(=O)[nH]c(=O)n2C
 : -7% | -0.6%
- Cc1cc(C)nc(SCc2nnc(SCC#N)n2-c2cccc(Cl)c2)n1
 : -7% | -2.1%
- CCCCn1cnc2c([nH]c3cc(OC)ccc32)c1=O
 : · | -1.3%
- CCc1ccccc1N(CC(=O)N1CCN(c2ccc(F)cc2)CC1)S(C)(=O)=O
 : -4% | -9.2%
- CC1CCN(C(=S)Nc2ccc(F)cc2)CC1
 : 5% | -1.7%
- COc1ccc(N2C(=O)C(Cl)=C(NCc3ccccc3)C2=O)cc1
 : -1% | 6.6%&1.1%
- CC(=O)Nc1ccc(S(=O)(=O)Nc2ccc(I)cc2)cc1
 : 3% | -0.7%
- CCCCN(C)C(=O)c1ccc2c(c1)N(CC)C(=O)c1ccccc1S2(=O)=O
 : -12% | -8.2%
- Cc1sc(NC(=O)c2cccs2)c(C(=O)OC(C)C)c1C
 : · | 6.3%
- CCCc1cc(N2CCN(c3ccccn3)CC2)n2nc(C)c(-c3ccccc3)c2n1
 : 5% | 0.1%
- COc1ccccc1CNC(=O)COC(=O)c1n[nH]c2ccccc12
 : · | -1.7%
- Cc1c(/C(Cc2ccccc2)=N/O)c2ccccc2n1C
 : · | 5.2%
- CC(=O)Nc1ccc(C(=O)Nc2ccc(Br)cc2F)cc1
 : 5% | -4.8%
- Cc1c(/C=N/n2cnnc2)c2ccccc2n1CCOc1ccc(Cl)cc1
 : 2% | -0.2%
- Cc1ccc(C)n1-c1ccc(Cl)c(C(=O)O)c1
 : 72%* | 84%*
- CC(=O)Oc1ccc(Oc2ccc(-c3noc(C)n3)cc2)cc1
 : -2% | 1.3%
- O=C(CSc1nc(O)c(Cc2ccccc2)c(=O)n1-c1ccccc1)N1CCOCC1
 : 3% | 0.3%&4.2%
- O=C(COc1ccccc1)NCC(=O)N/N=C/c1cccs1
 : 0% | -0.6%
- CNCCOc1ccccc1-c1ccccc1
 : · | 4.8%
- Cc1ccccc1-c1nc(-c2ccc(NC(=O)c3ccc4c(c3)OCO4)cc2)no1
 : · | 2.7%
- CCN(CC)S(=O)(=O)c1ccc(C(=O)Nc2nnc(C(C)C)s2)cc1
 : -4% | -1.8%
- CC1CCCCN1C(=O)COC(=O)c1n[nH]c2ccccc12 (stereo not drawn)
 : · | -6.8%
- COc1ccc2nc(-n3c(C)ccc3C)sc2c1
 : -11% | 2.7%
- COc1ccc(/C(O)=C2\C(=O)C(=O)N(c3cc(C)on3)C2c2cccc(OC)c2OC)cc1C (stereo not drawn)
 : -2% | -0.5%
- Cc1ccc(CNC(=O)C2CCCN(c3nc4ccccc4o3)C2)cc1 (stereo not drawn)
 : -10% | 4.7%
- CCN1CCN(C(=O)Cn2ncc3ccsc3c2=O)CC1
 : 0% | 0.7%
- Cc1cccc(C)c1N(Cc1ccccc1)C(=O)c1c(F)cccc1F
 : 2% | -0.3%
- CCOC(=O)c1ccc(NC(=O)Nc2c(C)nn(C)c2C)cc1
 : -13% | -1.1%
- Cc1ccc(NS(=O)(=O)c2ccc(F)cc2)nc1
 : -4% | 6.5%
- Cc1ccccc1OCCN1C(=O)NC2(CCCc3ccccc32)C1=O (stereo not drawn)
 : · | 0.7%
- CC(C(=O)NCc1ccco1)N1C(=O)c2ccccc2C1=O (stereo not drawn)
 : 3% | 0.8%
- CCOC(=O)Nc1ccc2c(CN3C(=O)NC(CC)(CC)C3=O)cc(=O)oc2c1
 : · | 4.2%
- Cc1ccc(-c2nnc(SCC(=O)n3c4c(c5ccccc53)CCCC4)o2)cc1
 : · | -4.1%
- Cc1ccc(S(=O)(=O)C(NC(=O)c2ccccc2)=C(Cl)Cl)cc1
 : 4% | 0.2%
- CCCn1cc(S(=O)(=O)CC(=O)NC2CCCCC2)c2ccccc21
 : · | 8.2%
- Cc1cc(C)n2nc(C(=O)OCCOc3ccc(F)cc3)nc2n1
 : -12% | 2.2%
- Cc1c(NC(=O)CC2=CCCC2)c(=O)n(-c2ccccc2)n1C
 : 1% | 0.5%
- COC(=O)c1ccc(N2C(=O)C3C(C2=O)C2C=CC3C23CC3)cc1 (stereo not drawn)
 : 0% | 0.6%
- O=C(CSc1nnc(-c2ccc(OC(F)F)cc2)o1)NCc1cccs1
 : · | -2.3%
- COc1ccc(C2CC3(CC(C)(C)NC(=O)N3)Oc3cc(O)ccc32)cc1 (stereo not drawn)
 : -2% | 7.9%

Ordered by molecular weight (largest number first): five of the compounds above.
Under each structure: MKP-3 inhibition | Hsp70 displacement
- COc1ccc(/C(O)=C2\C(=O)C(=O)N(c3cc(C)on3)C2c2cccc(OC)c2OC)cc1C (stereo not drawn)
 : -2% | -0.5%
- O=C(CSc1nc(O)c(Cc2ccccc2)c(=O)n1-c1ccccc1)N1CCOCC1
 : 3% | 0.3%&4.2%
- Cc1ccc(S(=O)(=O)C(NC(=O)c2ccccc2)=C(Cl)Cl)cc1
 : 4% | 0.2%
- Cc1cccc(C)c1N(Cc1ccccc1)C(=O)c1c(F)cccc1F
 : 2% | -0.3%
- COc1ccc2nc(-n3c(C)ccc3C)sc2c1
 : -11% | 2.7%

Source: PubChem BioAssay (Sanford-Burnham Center for Chemical Genomics)
